Assay outcomes as filed in PubChem.
ABCB6 inh 2: human ABCB6 transporter inhibition; K562-ABCB6 porphyrin accumulation, flow cytometry, 1 h; hits give low values; AID 602162; fluorescence ratio to DMSO, % at 10 µM; Q9NP58; hit rate 0.19% among 360,000;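 active = fluorescence ratio to DMSO below 75%, the collection mean minus 3 SD; inconclusive = too few cells collected in the well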;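 also: signal is porphyrin accumulated inside mitochondria; 100% equals median channel fluorescence of DMSO control wells; lower ratio means ABCB6 inhibition with less porphyrin fluorescence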
Target sequence (Q9NP58 whole entry, looked up): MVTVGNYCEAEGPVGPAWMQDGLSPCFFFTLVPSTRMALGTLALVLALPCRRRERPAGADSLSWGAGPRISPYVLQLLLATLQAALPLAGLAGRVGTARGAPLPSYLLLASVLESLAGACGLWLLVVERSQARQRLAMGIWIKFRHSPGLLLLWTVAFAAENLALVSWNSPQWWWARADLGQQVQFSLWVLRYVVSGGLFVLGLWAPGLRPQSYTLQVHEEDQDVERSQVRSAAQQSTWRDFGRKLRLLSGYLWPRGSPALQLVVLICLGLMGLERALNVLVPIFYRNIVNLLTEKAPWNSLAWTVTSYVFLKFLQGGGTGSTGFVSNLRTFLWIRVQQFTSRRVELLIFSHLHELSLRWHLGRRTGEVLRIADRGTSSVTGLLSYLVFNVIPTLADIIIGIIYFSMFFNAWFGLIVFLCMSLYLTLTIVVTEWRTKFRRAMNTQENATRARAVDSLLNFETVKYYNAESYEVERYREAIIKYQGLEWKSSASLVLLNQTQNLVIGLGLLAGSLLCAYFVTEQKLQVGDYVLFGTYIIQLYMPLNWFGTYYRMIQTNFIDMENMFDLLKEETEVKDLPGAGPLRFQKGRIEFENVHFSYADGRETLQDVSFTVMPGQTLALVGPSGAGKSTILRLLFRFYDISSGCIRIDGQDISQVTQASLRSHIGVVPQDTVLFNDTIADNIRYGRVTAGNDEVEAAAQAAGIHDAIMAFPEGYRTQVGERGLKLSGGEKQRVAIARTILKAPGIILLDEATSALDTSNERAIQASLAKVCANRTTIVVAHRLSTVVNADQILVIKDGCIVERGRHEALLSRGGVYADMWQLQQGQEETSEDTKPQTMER
Exocytosis inh: blocks lytic granule exocytosis; TALL-104 LAMP-1 surface exposure, flow cytometry; cells stimulated with thapsigargin and PMA; inhibition, % at 10 µM; hit rate 0.66% among 360,000; AID 651702;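 active = inhibition above about 55%, limit read from the data; inconclusive = no clear call, values can overlap the other calls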
MC4R antag cAMP: human MC4R antagonism in cAMP assay. hit rate 0.48% among 360,000. inhibition, % at 6.5 µM. MC4R-expressing cells, MTII-stimulated cAMP, LANCE TR-FRET;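 active = inhibition above its plate's cutoff, the mean of tested wells on that plate plus 3 SD, cut at about 29% in these data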;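 also: 0% = Melanotan II alone and 100% = Melanotan II plus saturating MCL0020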
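System: U2OS cells stably expressing human melanocortin 4 receptor (MC4R). Reagent: Melanotan II challenge after compound preincubation. Doses: 6.5 µM. Times: 30-min compound, 1-h challenge, 1-h detection, room temperature. Measured by: TR-FRET with Eu-cAMP and labeled anti-cAMP, 671 nm. Replicates: singlicate.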
ABHD5 PLIN5 PPI: inhibitors of human ABHD5-perilipin-5 interaction; hit rate 0.78% among 360,000; Split G. princeps luciferase complementation, luminescence, 4 h; inhibition, % at 4 µM; AID 602281; Q00G26+Q8WTS1;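 active = inhibition above the mean inhibition across every tested compound plus 3 SD, cut at about 22% in these data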;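 also: 0% = DMSO only wells and the 100% control is not disclosed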
MC4R ag barr: human MC4R agonism via beta-arrestin. U2OS MC4R beta-arrestin complementation, luminescence; percent of melanotan II response, DMSO zero. P32245. activation, % at 8.9 µM. hit rate 0.98% among 360,000;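 active = activation above a per-plate cutoff, the mean activation of sample wells on that plate plus 3 SD, cut at about 8% in these data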
PDI inh: inhibitors of human protein disulfide isomerase; PDI insulin aggregation turbidity, A650, 90 min; inhibition, % at 10 µM; hit rate 0.052% among 350,000; AID 588391;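 active = mean inhibition across replicates of 30% or more, whatever share of single replicates reach that level; inconclusive = mean inhibition below 30% while every single replicate reaches 30%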;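 also: absorbance from insulin aggregation driven by PDI reduction with DTT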
H9c2 protect: protects H9c2 cardiomyocytes from peroxide injury; H2O2 injury protection, ATPLite, 2 h; protection from H2O2 cell death, % at 20 µM; hit rate 0.63% among 360,000; AID 588492;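 active = compounds giving at least 50% protection of heart cells from peroxide-induced death in the single-dose screen, raw or plate-pattern-corrected value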;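 also: 0% = DMSO wells with peroxide and 100% = DMSO wells without peroxide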
m5-HT2A agonist: agonists of mouse serotonin 5-HT2A receptor (HTR2A); CHO-K1 mHTR2A beta-arrestin complementation, luminescence; percent of 30 µM serotonin response; activation, % at 7.6 µM; hit rate 0.66% among 360,000; AID 624169;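 active = activation above a run cutoff, the mean activation of all tested compounds plus 3 SD, cut at about 14% in these data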;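 also: 0% = plate median of compound wells and 100% = 30 µM serotonin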
Glyco luc inh: blocks N-linked glycosylation in D54 reporter cells | D54 ERlucT glycosylation luciferase reporter, 24 h; percent of 100 nM tunicamycin response | reporter increase, % at 12.5 µM | hit rate 0.23% among 360,000 | AID 588692;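 active = mean luciferase reporter signal, scaled so untreated is 0 and the glycosylation-blocking control 100, at or above a set limit in every replicate; inconclusive = mean reaches the limit but not every replicate does; inactive = mean below the limit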;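 also: luciferase carries N-glycosylation sites so blocking glycosylation raises the light; 0% = median of neutral control wells and 100% = median of 100 nM tunicamycin wells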
CaV13 FRET inh: Disruptors of the CACNA1D IQ motif to Ca2+-dependent inactivation inhibitor domain association, primary screening, Förster resonance energy transfer in intact living …. HEK cells, CFP/YFP FRET ICDI-IQ, plate reader, 10 min; percent FRET-ratio fall versus neutral wells. hit rate 0.098% among 340,000. inhibition, % at 12.3 µM;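 active = mean replicate inhibition of at least 30% and at least 1% of replicates passing that level; inconclusive = only one of the two criteria is met; inactive = neither criterion is met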;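 also: 0% = median of the neutral control wells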
An asterisk follows results filed as active; u = inconclusive; x = not tested or not shown.

SMILES	ABCB6 inh 2	Exocytosis inh	MC4R antag cAMP	ABHD5 PLIN5 PPI	MC4R ag barr	PDI inh	H9c2 protect	m5-HT2A agonist	Glyco luc inh	CaV13 FRET inh
CC(OC(=O)c1ccc2ccccc2n1)C(=O)Nc1ccc(N2CCOCC2)cc1 (stereo unspecified)	110	-2	13	1	-0.4	3	10	13	1	-1
CCOc1ccc(-c2nnc(-c3ccncc3)o2)cc1	101	-1	-6	5	1.8	2	-14	-2	-4	-6
COc1ccc(N2Cc3cccc(C(=O)O)c3C2=O)cc1	98	-12	9	0	3.0	x	0	6	2	x
COc1ccc2c(c1OC)C(=O)OC2Nc1nc(-c2ccc([N+](=O)[O-])cc2)cs1 (stereo unspecified)	97	11	-10	5	-1.1	5	-1	-2	1	-10
NC(=O)c1cc(-c2ccccc2)nc(N2CCCCCC2)n1	96	11	16	-7	0.4	9	-7	-4	1	-7
COc1ccc2c(c1)C(c1ccc(C)o1)=NNC(c1cccnc1)=N2	99	3	26	-5	1.3	1	18	6	3	-2
O=C(CCl)N(C/C=C/c1ccccc1)c1ccc2c(c1)OCCO2	97	15	13	25*	2.6	5	-29	-1	17	-3
O=C(Nc1ccc(F)c(Cl)c1)Nc1nnc([C@@H]2O[C@H](CO)[C@@H](O)[C@H]2O)s1	105	-2	13	-11	-1.4	9	0	-1	-1	-3
NS(=O)(=O)c1ccc(CNC(=S)Nc2cc(S(=O)(=O)N3CCOCC3)ccc2Cl)cc1	95	24	8	1	-0.8	-7	-3	-7	-1	-5
Cc1cc(C)nc(-n2ncc3c2CC(c2cccc(Cl)c2)CC3=O)n1 (stereo unspecified)	98	1	-5	1	-2.5	-9	7	2	12	7
CC(C)C[C@@H](CNCC(=O)[C@H](C)NC(=O)c1[nH]cnc1C(=O)N[C@@H](C)CN)NC(=O)c1nc[nH]c1C(=O)N[C@@H](CO)C(=O)O	108	-8	10	4	-1.0	-6	-4	0	3	-9
O=c1cc(Cc2ccccc2)[nH]c(=S)[nH]1	99	-7	16	2	0.3	1	4	1	0	-6
O=C(OCc1nc2ccccc2[n+]([O-])c1C(=O)c1ccccc1)c1cccnc1	96	-2	21	6	-2.3	6	1	7	-1	-18
Cc1cc(C(F)(F)F)n2nc(C)c(-c3ccc(Cl)cc3)c2n1	98	-1	-26	-1	2.8	-9	4	-2	-4	-18
COc1ccccc1N(C)S(=O)(=O)c1ccc(C(=O)Nc2ccc(C)cc2C)cc1	94	-4	15	-9	1.0	-4	0	-10	-3	-6
CC(=O)Oc1ccc(C(C)=O)c2c1OCCO2	104	-4	1	7	1.3	-6	-2	9	-1	x
c1csc(C2Nc3ccccc3-c3nc4ccccc4n32)c1 (stereo unspecified)	105	-7	11	11	3.1	-4	-18	-4	0	-2
CCCCc1nnc(NC(=O)CCN2C(=O)C3CC=CCC3C2=O)s1 (stereo unspecified)	97	2	0	-12	-2.4	-9	4	-1	-1	-6
CSc1ncccc1C(=O)N1CCC(C)(C(=O)O)C1 (stereo unspecified)	97	14	8	-6	-1.1	-34	2	4	0	-5
CCOc1ccc(NC(=O)CSc2nc3ccccc3nc2N2CCCC2)cc1	101	-9	-3	5	3.9	x	-11	-1	-5	-3
COc1ccc(OCC(=O)Nc2ccc3c(c2)n(C)c(=O)n3C)cc1	97	1	3	1	0.2	-3	-1	-2	4	3
COc1ccc(C2CC(=O)C(C=NCCN3CCN(C(=S)Nc4ccccc4)CC3)=C(O)C2)cc1 (stereo unspecified)	100	-5	-1	-3	0.6	-2	-6	-1	0	-5
Oc1cccc(/C=N/N2CCN(C3c4ccccc4-c4ccccc43)CC2)c1	96	-1	11	-15	4.1	4	-6	1	2	-2
COc1ccc(Nc2oc(-c3ccccc3Cl)nc2C#N)cc1	92	0	-24	-4	13*	6	-16	-6	12	-7
CCC/C=C/c1ccc(CN2C(C)C(=O)N(Cc3cn(Cc4ccco4)nn3)CCS2(=O)=O)cc1 (stereo unspecified)	98	8	8	7	0.4	14	-11	0	-2	-9
CCOC(=O)c1ccc(NC(=S)NC2CCCC2)cc1	97	0	-6	4	-2.4	-6	-6	0	-1	-5
Cc1ccc(-c2nc3ccccc3s2)cc1NC(=S)NC(=O)c1cccc2ccccc12	100	-5	-1	-1	-1.2	-19	-5	1	-2	-5
Cc1ccc[n+](C(C)C(=O)Nc2ccc(C)c(C)c2)c1 (stereo unspecified)	99	-7	4	6	0.5	7	0	14	3	-4
O=C1CC(N2CCC(Cc3ccccc3)CC2)C(=O)N1CCc1ccccc1 (stereo unspecified)	97	4	8	13	-1.2	-3	-7	3	-3	-7
Cc1cccc(NS(=O)(=O)c2cccc3cccnc23)n1	97	11	-1	7	1.2	10	1	9	0	-3
CCC(=O)Nc1ccc(OCc2nc3ccccc3s2)cc1	108	-1	-4	-12	-0.8	-1	-16	-1	-12	-19
CCN(CC)CCCNC(=O)COc1ccc2oc3c(c2c1)CCCC3	96	14	-1	-7	-0.8	-7	8	-8	-3	-4
O=C(Nc1ccc2c(c1)OCO2)N1CCCc2ccccc21	94	-3	-1	-7	-0.4	0	-4	-1	-3	-4
CCOC(=O)CSc1nc2ccc(NC(=O)CSc3nnnn3Cc3ccccc3)cc2s1	95	1	18	-1	-1.0	-2	-17	2	1	-5
COC(=O)c1ccccc1Oc1nc(Cl)cc(OC)n1	96	-8	0	-5	-3.7	-3	-3	1	2	-2
O=c1ccnc(SCn2nnc3ccccc3c2=O)[nH]1	108	0	5	-11	-0.4	-1	-4	3	1	x
Cc1cccc(NC(=S)NCC2CCCO2)c1 (stereo unspecified)	101	-5	3	-1	1.2	11	4	-2	0	0
Cc1ccc(-c2cc(Cc3cccs3)c(=O)[nH]n2)cc1	97	15	25	-2	1.6	2	-2	-6	-1	2
COc1ccc(C(=O)NCC(c2ccco2)N2CCc3ccccc32)c(OC)c1 (stereo unspecified)	100	-2	4	-10	-2.0	-1	-4	-1	-4	-7
Cc1ccc(Cn2c(=N)n(CC(O)COc3ccccc3)c3ccccc32)cc1 (stereo unspecified)	96	2	1	7	-1.4	-1	-17	-8	-5	-7

Profiles, quoted from the list. Values in the order: ABCB6 inh 2 | Exocytosis inh | MC4R antag cAMP | ABHD5 PLIN5 PPI | MC4R ag barr | PDI inh | H9c2 protect | m5-HT2A agonist | Glyco luc inh | CaV13 FRET inh
Cc1ccc(-c2nc3ccccc3s2)cc1NC(=S)NC(=O)c1cccc2ccccc12 as listed: 100 | -5 | -1 | -1 | -1.2 | -19 | -5 | 1 | -2 | -5
Cc1ccc[n+](C(C)C(=O)Nc2ccc(C)c(C)c2)c1 (stereo unspecified) as listed: 99 | -7 | 4 | 6 | 0.5 | 7 | 0 | 14 | 3 | -4

(listing goes on)
SMILES	ABCB6 inh 2	Exocytosis inh	MC4R antag cAMP	ABHD5 PLIN5 PPI	MC4R ag barr	PDI inh	H9c2 protect	m5-HT2A agonist	Glyco luc inh	CaV13 FRET inh
Cc1nnc2ccc(-c3ccc(NS(C)(=O)=O)cc3)nn12	107	4	2	-5	-2.3	7	-8	3	1	-5
COc1ccc(-c2csc(NC(=O)CN3C(=O)NC4(CCCC4)C3=O)n2)cc1	93	0	0	2	0.9	-6	1	6	-1	-4
Cc1cc(S(=O)(=O)NCC2CC2)c(Cl)cc1Cl	98	1	4	-6	-1.0	1	-1	-3	-1	-17
CCCN1CCN(C(=O)C2CCN(S(=O)(=O)c3c(C)noc3/C=C/c3ccc(C)cc3)CC2)CC1	103	45	7	9	2.0	-2	-5	-3	-6	-5
CCC1(C)COC2(OC1)C(=O)Nc1ccccc12 (stereo unspecified)	102	-2	4	4	-0.4	-1	3	-1	3	-6
CNC(C)C(=O)NC(C(=O)NC(C)C(=O)NNc1ccccc1)C(C)C (stereo unspecified)	104	4	16	-6	2.0	-2	4	1	3	-8
Cc1n[nH]c(C)c1CN(C)C(=O)C1CCC(=O)N(CCc2cccc(F)c2)C1 (stereo unspecified)	99	-1	6	5	3.6	-1	-2	-3	1	-2
COc1cccc(NC(=O)CCc2c(C)nn(-c3ccc(N4CCOCC4)nn3)c2C)c1	101	-2	8	-9	-0.6	-2	2	-6	3	-4
CCNC(=O)/C(C#N)=C/c1c(N2CCN(c3ccccc3)CC2)nc2c(C)cccn2c1=O	91	10	12	-8	-1.7	-7	18	-4	4	-21
N=c1c2c(n(Cc3ccc(Cl)c(Cl)c3)c3c1CCC3)CCCC2	96	0	6	21	0.4	-1	-29	-6	18	-1
CCSc1nnc(NS(=O)(=O)c2ccc(OC)cc2)s1	96	-9	7	-2	-3.5	2	0	3	0	-2
CCN(CC)S(=O)(=O)c1ccc(OC)c(NC(=O)/C=C/c2ccco2)c1	96	-3	14	12	-1.0	-1	-3	-2	0	-4
CN(CC(=O)NCCc1ccc(S(N)(=O)=O)cc1)Cc1c(F)cccc1Cl	97	-10	5	1	-0.2	6	0	-4	-1	-6
O=C(Oc1c(-c2ccccc2)c(=O)n2c3c(cccc13)CC2)c1cccc([N+](=O)[O-])c1	97	7	-13	-1	-1.5	1	20	5	2	-21
COc1cc(/C=N/NC(=O)c2ccc(O)cc2)ccc1Oc1ccc([N+](=O)[O-])cn1	240	-2	0	5	-3.0	0	-4	-4	-3	-6
Cc1cccc2sc(N(CCN(C)C)C(=O)c3ccc4ccccc4c3)nc12	88	2	-2	9	-0.8	6	5	0	1	-6
COc1ccc(C2OCC(C)([N+](=O)[O-])CO2)cc1 (stereo unspecified)	96	0	0	1	-1.2	2	2	2	2	-10
CCOC(=O)c1[nH]c2ccc(OC)cc2c1NC(=S)N1CCN(c2ccc(F)cc2)CC1	98	2	5	-9	-2.3	6	-2	9	-3	-18
CC(C)CNC(=O)COC(=O)c1ccc([N+](=O)[O-])cc1Cl	100	10	4	2	-2.6	2	-6	-2	3	-4
c1ccc(-c2nc(SCc3nc4ccccc4[nH]3)c3oc4ccccc4c3n2)cc1	u	-18	5	5	-1.7	-1	-17	8	0	-11
Cc1cc(C)c(NC(=S)N2CCN(c3ccc([N+](=O)[O-])cn3)CC2)cc1C	98	0	10	-3	-1.4	7	-2	11	1	-17
Cc1cc(C)c2nc(SC3CCOC3=O)cc(C)c2c1 (stereo unspecified)	105	0	5	2	-2.2	5	-4	-1	0	-6
NCCC(=O)NCCc1cnc[nH]1	98	-3	-6	2	1.1	4	7	3	3	-6
O=C(NNC(=O)c1cc2cc(Br)ccc2oc1=O)c1ccc(O)cc1	101	0	6	-1	-3.2	10	7	2	0	-5
COCCNS(=O)(=O)c1cc(-c2nn(C)c(=O)c3ccccc23)ccc1C	138	1	2	0	-1.9	1	-6	-1	3	x
O=C(COC(=O)CNC(=O)c1cccc([N+](=O)[O-])c1)NCc1ccco1	99	-2	3	-2	-1.4	-4	-7	-2	3	-4
Cc1ccc(OCCCC(=O)Nc2ccc(S(=O)(=O)N3CCOCC3)cc2)cc1	94	4	9	-10	-4.5	7	-12	2	-2	-6
O=C1CSC(=S)N1/N=C/c1ccc2c(c1)OCCO2	99	-8	23	-7	0.1	-3	3	-11	0	-6
